JMJD2A Tudor: inhibitors of human JMJD2A Tudor domain. O75164. AlphaScreen JMJD2A-Tudor / H3K4me3 peptide binding. Potency, µM (top dose mostly 114 µM), for inactives: at the top dose activity change, negative = inhibition, usual class: inhibitors. 390,000 tested, 4.4% active. AID 504339; also: potency is read from the fitted curve at half-maximal effect; % is scaled to controls: 0 for no effect and ±100 for the full control effect; nearly all actives have a fitted effect of over 50% in size
BAZ2B block: blocks human BAZ2B; Q9UIF8; AlphaScreen BAZ2B-H3K14Ac peptide displacement; Potency, µM (series often up to 114 µM), for the others: at the highest dose activity change, negative = inhibition, usual class: inhibitors; 360,000 tested, 4.4% active; AID 504333; also: potency is read from the fitted curve at half-maximal effect; % is scaled to controls: 0 for no effect and ±100 for the full control effect; nearly all actives have a fitted effect of over 60% in size
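Protein-peptide AlphaScreen: BAZ2B 50 nM, b-H3K14Ac 50 nM, 1x PBS pH 7.4 + 0.01% Tween-20. Preincubation 30 min RT; cpd 30 min RT (top 110 uM); beads 20 min RT, light-protected.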
PI4K2A block: PI4K2A (human) kinase inhibition | Q9BTU6 | purified PI4K2A, ADP-Glo luminescence, 1 h; stronger effect = lower value | activity change, negative = inhibition, % at 76.9 µM | 420,000 tested, 0.13% active | AID 1346378; in the data active = activity change below about -50%; inconclusive = mostly about -30% to -49%;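 also: -100% = wells without enzyme as full effect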
Target sequence (Q9BTU6 whole entry, looked up): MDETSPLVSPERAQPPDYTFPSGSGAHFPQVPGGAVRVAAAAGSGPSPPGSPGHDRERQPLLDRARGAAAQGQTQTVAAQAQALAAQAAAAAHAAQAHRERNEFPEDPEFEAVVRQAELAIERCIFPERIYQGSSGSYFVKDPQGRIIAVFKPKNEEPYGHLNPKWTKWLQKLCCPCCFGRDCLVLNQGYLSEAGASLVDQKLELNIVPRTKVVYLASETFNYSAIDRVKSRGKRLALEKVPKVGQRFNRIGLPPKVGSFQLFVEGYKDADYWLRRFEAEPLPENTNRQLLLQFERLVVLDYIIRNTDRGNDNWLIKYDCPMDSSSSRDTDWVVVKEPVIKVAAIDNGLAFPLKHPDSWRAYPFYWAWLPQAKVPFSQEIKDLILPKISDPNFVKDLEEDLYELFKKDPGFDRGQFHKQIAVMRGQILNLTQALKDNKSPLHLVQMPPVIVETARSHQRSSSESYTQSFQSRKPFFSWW
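PI4K2A activity was measured by ADP-Glo luminescence: enzyme (4 ug/mL stock) and phosphatidylinositol (1.2 mM stock) in Tris pH 7.5/MgCl2/EGTA/Triton X-100 buffer were reacted with ATP (300 microM stock) for one hour at ambient temperature.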
HP1b chromo inh: blocks HP1-beta chromodomain binding to methylated histone tails | P83916 | AlphaScreen HP1-beta / biotin-H3K9me3 peptide binding | Potency, µM (highest dose often 114 µM), without a hit: at the highest dose activity change, negative = inhibition, hits mostly inhibitors | 390,000 tested, 0.56% active | AID 540317; also: potency is read from the fitted curve at half-maximal effect; nearly all actives have a fitted effect of over 70% in size; inactives centre near 23
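Compound inhibition of the preformed complex between 50 nM HP1-beta and 50 nM biotinylated H3K9me3 peptide was read by AlphaScreen. Buffer was PBS pH 7.4 with 0.01% Tween-20. Incubations ran 30 min at room temperature, with 10 ug/mL donor/acceptor beads.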
Pin1 inhibitor: blocks the human prolyl isomerase Pin1; Pin1 FP peptide displacement, HiFluor488, 10 min; Potency, µM (highest dose often 115 µM), for the others: at the highest dose activity, negative = inhibition, usual class: inhibitors; 390,000 tested, 0.009% active; AID 504891; active = well fitted inhibition curve with a large enough effect in the polarisation, with a control signal flat, not every such curve was filed as active; inconclusive = small, poorly fitted or top-dose-only effect, or effect the other way, or a change in a side signal; inactive = no such curve, though single readings can be large or run the other way; the % refers to the polarisation; also: potency is read from the fitted curve at half-maximal effect; % is scaled to controls: 0 for no effect and ±100 for the full control effect
Target sequence (Q13526 whole entry, looked up): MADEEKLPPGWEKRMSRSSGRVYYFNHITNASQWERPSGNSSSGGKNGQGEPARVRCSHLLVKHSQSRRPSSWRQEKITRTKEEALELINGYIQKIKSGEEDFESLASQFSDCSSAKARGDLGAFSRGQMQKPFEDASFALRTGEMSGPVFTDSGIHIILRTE
PGK inhibitor: blocks T. brucei phosphoglycerate kinase | PGK/GAPDH coupled, Kinase-Glo luminescence, 60 min | 380,000 tested, 0.043% active | Potency, µM (doses to about 57.5 µM), inactives show at the highest dose activity change, negative = inhibition, usual class: inhibitors; also: potency is read from the fitted curve at half-maximal effect; % is scaled to controls: 0 for no effect and ±100 for the full control effect; nearly all actives have a fitted effect of over 60% in size
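Luminescent ATP detection (Kinase-Glo Plus) follows a 60-minute room-temperature incubation, with wells lacking PGK as controls. Buffer: 100 mM TEA (pH 7.6), 5 mM MgCl2, 0.01% Tween-20. Coupling enzyme GAPDH (100 nM final) supplies unstable 1,3-BPG in-well.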
G9a inh: blocks human histone lysine methyltransferase G9a; Potency, µM (series often up to 102 µM), inactives show top-dose activity, negative = inhibition, actives largely listed as inhibitors; 350,000 tested, 8.8% active; G9a H3K9 monomethylation, AlphaScreen, 2 h; Q96KQ7; also: potency is read from the fitted curve at half-maximal effect; % is scaled to controls: 0 for no effect and ±100 for the full control effect; nearly all actives have a fitted effect of over 75% in size
Target sequence (Q96KQ7 913-1193 limits assumed): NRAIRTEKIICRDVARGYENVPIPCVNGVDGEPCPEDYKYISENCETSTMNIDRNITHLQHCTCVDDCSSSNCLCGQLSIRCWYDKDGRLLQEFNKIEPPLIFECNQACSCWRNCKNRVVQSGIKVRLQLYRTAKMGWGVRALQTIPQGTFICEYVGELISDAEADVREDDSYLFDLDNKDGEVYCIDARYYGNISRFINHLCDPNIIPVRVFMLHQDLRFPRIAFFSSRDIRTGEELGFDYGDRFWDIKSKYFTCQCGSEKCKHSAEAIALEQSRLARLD
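AlphaScreen read-out: biotin-H3K9 peptide (500 nM) methylation by 20 nM enzyme with 20 uM SAM, 2 h at room temperature after 15 min compound preincubation; anti-monomethyl H3K9 antibody plus donor/acceptor beads, 10 min dark.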
Pol eta inh: inhibitors of human DNA polymerase eta | Q9Y253 | recombinant Pol eta, fluorescent DNA replication assay | AID 588591 | Potency, µM (highest dose often 114 µM), for the others: top-dose activity change, negative = inhibition, usual class: inhibitors | 390,000 tested, 1.2% active; also: potency is read from the fitted curve at half-maximal effect; % is scaled to controls: 0 for no effect and ±100 for the full control effect
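Fluorescent replication assay: 50 nM final substrate added after a 15 min room-temperature compound preincubation with 10 nM enzyme. Signal taken at 0 min and again at 10 min.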
GLS inh: blocks human kidney-isoform glutaminase activity; GLS enzymatic activity, qHTS titration; Potency, µM (highest dose often 45.5 µM), without a hit: at the top dose activity change, negative = inhibition, most hits filed as inhibitors; 410,000 tested, 0.21% active; AID 624170; also: potency is read from the fitted curve at half-maximal effect; % is scaled to controls: 0 for no effect and ±100 for the full control effect
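Two-point fluorescence kinetic (t0, 30 min RT) for hKGA; glutamate detected via glutamate oxidase–HRP–Amplex Red. Substrate: 1 mM L-glutamine solution; buffer 45 mM KH2PO4, pH 8.2.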
An asterisk follows results filed as active; i = inactive; ? = inconclusive; nt = not tested or not shown; & = joins results of further samples; [ ] = remark or other dose. Unless noted, calls follow the shape of the dose curve; as a rule, active = well fitted curve in the direction sought with a large enough effect; inconclusive = small, poorly fitted or top-dose-only effect, or another doubt; inactive = no such curve, though single readings can be large; an effect the other way counts as inactive or inconclusive. Some of the compounds tested (hit frequency here may not be typical).

1: c1ccc2c(c1)COc1c3ncccc3nn1-2
2: O=C(O)C1CCCCC1C(=O)Nc1ccc(OCc2ccccc2)cc1 (stereo not given)
3: c1ccc(COC(CN2CCCCCC2)CN2CCCCCC2)cc1
4: COCCNC(=O)CCc1nnc2ccc(N3CCC(C)CC3)nn12
5: O=C(NC1CCCCC1)N(Cc1nc2ccccc2c(=O)[nH]1)C1CCCCC1
6: O=C(CC(=O)NN=C1CCCCCC1)NCc1cccnc1

Compound	1	2	3	4	5	6
JMJD2A Tudor	nt	-9%	-31%	-11%	-5%	-7%
BAZ2B block	nt	-17%	-34%	-11%	?	-5%
PI4K2A block	-2	6	-10	3	2	1
HP1b chromo inh	nt	34%	30%	28%	19%	17%
Pin1 inhibitor	nt	-1%	-5%	-19%	-1%	-6%
PGK inhibitor	-3%	-1%	-6%	-9%	i	4%
G9a inh	nt	10%	?	10%	28µM*	-3%
Pol eta inh	-12%	-16%	-9%	10%	-11%	5%
GLS inh	-3%	-1%	20%	0%	14%	2%

7: Cc1cnc(C(=O)OCC(=O)N(Cc2ccccc2)C(C)C)cn1
8: C[C@@H]1CN([C@@H](C)CO)C(=O)CCCn2cc(nn2)CO[C@H]1CN(C)S(=O)(=O)c1ccccc1C#N
9: Cc1ccc(C)c(N2CCN(C(=O)C3CCC3)CC2)c1
10: CCc1c(C)sc(NC(=O)C2CCCO2)c1C#N (stereo not given)
11: N#Cc1cn(CC(=O)N2CCc3ccccc3C2)c2ccccc12
12: COc1ccc2[nH]c(=O)c(CN(Cc3cccs3)C(=S)NCC3CCCO3)cc2c1 (stereo not given)

Compound	7	8	9	10	11	12
JMJD2A Tudor	-10%	nt	-6%	-25%[57.1 µM]	-9%	-14%
BAZ2B block	-3%	nt	-3%	-2%	-3%	0%
PI4K2A block	-1	8	4	-6	7	-4
HP1b chromo inh	14%	nt	30%	?	18%	30%
Pin1 inhibitor	-6%	nt	-5%	-2%	-5%	-1%
PGK inhibitor	-9%	-2%	-2%	8%	i	i
G9a inh	13%	nt	3%	8.9µM*	3%[59 µM]	-2%[59 µM]
Pol eta inh	-16%	-12%	-2%	-2%	-3%	-6%
GLS inh	2%	-2%	-1%	32%[activator]	1%	3%

13: O=C(CCCn1cc([N+](=O)[O-])cn1)N1CCCCC1
14: O=C(c1ccco1)N(Cc1ccccc1)Cc1ccccn1
15: CC(C)(C)C(=O)Cn1c[n+](N)cn1
16: Cc1cc(Nc2ccccc2C(=O)O)n2ncnc2n1
17: Cc1ccc2nc(SC(C)C(=O)N3CCCC3)[nH]c2c1 (stereo not given)
18: N/C(=N\N=C\c1ccc([N+](=O)[O-])cc1)c1nonc1N

Compound	13	14	15	16	17	18
JMJD2A Tudor	1%	3%	-5%	nt	0%	-13%
BAZ2B block	-4%	?	-3%	nt	-7%	-5%
PI4K2A block	-9	8	6	-2	2	8
HP1b chromo inh	35%	54%[activator]	11%	nt	14%	27%
Pin1 inhibitor	-13%	-4%	5%	nt	-1%	3%
PGK inhibitor	-7%	-6%	3%	-2%	2%	i
G9a inh	27%[12.7 µM]	79µM*	32%[12.7 µM]	nt	28µM*	13%
Pol eta inh	-2%	-15%	-9%	6%	2%	-18%
GLS inh	-21%	-18%	9%	5%	5%	-1%

3 entries out of the list, arranged by molar mass, ascending:
18: N/C(=N\N=C\c1ccc([N+](=O)[O-])cc1)c1nonc1N
17: Cc1ccc2nc(SC(C)C(=O)N3CCCC3)[nH]c2c1 (stereo not given)
14: O=C(c1ccco1)N(Cc1ccccc1)Cc1ccccn1

Compound	18	17	14
JMJD2A Tudor	-13%	0%	3%
BAZ2B block	-5%	-7%	?
PI4K2A block	8	2	8
HP1b chromo inh	27%	14%	54%[activator]
Pin1 inhibitor	3%	-1%	-4%
PGK inhibitor	i	2%	-6%
G9a inh	13%	28µM*	79µM*
Pol eta inh	-18%	2%	-15%
GLS inh	-1%	5%	-18%

Next part.
19: O=C(NC1CC(=O)N(c2ccccc2)C1)c1ccc(S(=O)(=O)N2CCOCC2)cc1 (stereo not given)
20: O=C1COc2ccc(NC(=O)N3CCN(c4ccc(F)cc4)CC3)cc2N1
21: O=C(NCc1ccco1)C1CC(c2cc(C(F)(F)F)cc(C(F)(F)F)c2)=NO1 (stereo not given)
22: Cc1ccc(OCCNC(=O)/C=C/c2ccccc2)cc1
23: COc1ccc(NC(=O)CSc2ccc(-c3ccco3)nn2)cc1
24: CCN(CC)S(=O)(=O)c1cccc(-c2n[nH]c(=S)n2/N=C/c2ccc(OC(F)F)cc2)c1

Compound	19	20	21	22	23	24
JMJD2A Tudor	-6%	-21%	-24%	4%	-29%	?
BAZ2B block	-2%	-28%	-1%	3%	-37%	?
PI4K2A block	1	-4	2	1	-7	-3
HP1b chromo inh	17%	2%	22%	20%	4%	?
Pin1 inhibitor	-8%	2%	0%	0%	?	2%
PGK inhibitor	i	-4%	-2%	2%	-2%	-9%
G9a inh	8%[59 µM]	83%[activator][59 µM]	13%[59 µM]	16%[59 µM]	nt	1.8µM*
Pol eta inh	-9%	3%	-8%	-22%	?	-11%
GLS inh	3%	32%[activator]	-1%	0%	2%	-15%

25: C/C(=N/NC(=O)c1cnccn1)c1ccncc1
26: O=C(Nc1cccc(C(F)(F)F)c1)c1cc(-c2ccco2)on1
27: Nc1c(O)cccc1C(=O)O
28: COCc1ccc(CN2CCCC(CO)(Cc3ccccc3C)C2)o1 (stereo not given)
29: CC1(C)C(=Cc2ccccc2)C(=O)c2ccccc21
30: Cc1ccc2c(c1)c1c3n2CCN(C(=O)CN2CCN(C)CC2)C3CCC1 (stereo not given)

Compound	25	26	27	28	29	30
JMJD2A Tudor	?	0%	56µM*	-17%	nt	?
BAZ2B block	nt	4%	nt	-14%	nt	?
PI4K2A block	-6	-2	?	-1	3	5
HP1b chromo inh	19%	-1%	-15%	13%	nt	-13%
Pin1 inhibitor	1%	12%	-21%	9%	nt	-1%
PGK inhibitor	-1%	-2%	-5%	5%	0%	4%
G9a inh	1%	-12%	nt	2%	nt	45µM*
Pol eta inh	0%	2%	-2%	10%	-4%	8%
GLS inh	-5%	0%	48%[activator]	2%	-7%	24%

31: CCNC(=S)N(CCCN(C)C)Cc1cc2cc3c(cc2[nH]c1=O)OCCO3
32: Cc1cc(C)cc(N2C(N)=NC(N)=NC2c2cccc(Cl)c2)c1 (stereo not given)
33: CCOC(=O)c1c(NC(=O)COc2ncnc3ccccc23)sc(C(C)=O)c1C
34: CC(=O)N1CCN(C(=O)c2ccc3c(c2)OCO3)CC1
35: COc1ccc(CNC(=O)c2ccc(N3CCOCC3)c([N+](=O)[O-])c2)cc1
36: CCn1c2ccccc2c2cc(C3N=C(N)Nc4nc5ccccc5n43)ccc21 (stereo not given)

Compound	31	32	33	34	35	36
JMJD2A Tudor	-13%	-9%	2%	-3%	-17%	-22%
BAZ2B block	9%	-17%	-9%	nt	-25%	-31%
PI4K2A block	-4	0	-1	2	-7	0
HP1b chromo inh	27%	16%	20%	28%	27%	20%
Pin1 inhibitor	1%	-1%	52%[activator]	-3%	-3%	-3%
PGK inhibitor	-9%	i	1%	-10%	-7%	-4%
G9a inh	24%[0.501 µM]	4%	-14%[59 µM]	nt	-11%	-34%[12.7 µM]
Pol eta inh	-16%	-5%	?	-16%	-8%	-8%
GLS inh	2%	-15%	1%	-12%	-5%	0%

37: O=C(c1cc2ccccc2oc1=O)N(Cc1ccc(F)cc1)C1CCS(=O)(=O)C1 (stereo not given)
38: O=C(CC1C(=O)OCCN1Cc1ccccc1)Nc1cccc(Cl)c1 (stereo not given)
39: COc1ccc(CNC(=O)CSc2nnc3c(n2)[nH]c2ccc(F)cc23)cc1
40: O=C(CSc1nc(-c2ccc(F)cc2)cs1)N1CCN(C(=O)c2ccco2)CC1
41: CCOC(=O)C1CCC(CN(Cc2ccc(Cl)cc2)S(=O)(=O)c2cc(Cl)cc(Cl)c2)CC1 (stereo not given)
42: CCCCn1c(CCn2nc(C)c(Br)c2C)n[nH]c1=S

Compound	37	38	39	40	41	42
JMJD2A Tudor	-13%	1%	-34%	-1%	-6%	28µM*
BAZ2B block	-6%	-4%	0%	7%	14%	-3%
PI4K2A block	5	-1	2	-5	2	2
HP1b chromo inh	46%[activator]	51%[activator]	-6%	15%	46%[activator]	6%
Pin1 inhibitor	-4%	-1%	-1%	-3%	4%	-1%
PGK inhibitor	-4%	-5%	-4%	-11%	5%	0%
G9a inh	-120%[59 µM]	?	-4%[59 µM]	-30%	10%[59 µM]	?
Pol eta inh	-17%	-5%	?	10%	-3%	-10%
GLS inh	2%	2%	1%	8%	-3%	?

43: CSc1ncccc1C(=O)OCC(=O)NC(C)(C)C
44: COc1cc(C(=O)Nc2cccc3c2CCCC3)cc(OC)c1OC
45: Cc1cc2c(cc1S(=O)(=O)N(C)CC(=O)Nc1ccc(C#N)cc1)OCC(=O)N2
46: O=C(N/N=C/c1c[nH]c2ccccc12)c1cc(Cl)ccc1O
47: COc1cccc(CNCCNC(=O)c2nonc2N)c1
48: CC(=O)Nc1cccc(NC(=O)CSc2nnc3ccccn23)c1

Compound	43	44	45	46	47	48
JMJD2A Tudor	11%	-1%	-2%	-26%	-11%&-5%	-4%
BAZ2B block	-13%	2%	-2%	2%	-4%&5%	nt
PI4K2A block	4	3	-1	0	7&3	-4
HP1b chromo inh	37%	44%[activator]	27%	28%	33%&54%	24%
Pin1 inhibitor	3%	-1%	-9%	0%	0%&0%	-1%
PGK inhibitor	8%	-1%	-29%	-3%	5%&-1%	7%
G9a inh	-3%	15%[59 µM]	6%[59 µM]	63%[activator][0.501 µM]	-30%[59 µM]	nt
Pol eta inh	9%	-9%	1%	-2%	-5%&-9%	-5%
GLS inh	-3%	-15%	0%	26%	-10%&0%	-2%
